SENP8 block-1 – inhibitors of human SENP8 protease; Q96LD8; recombinant SENP8, Nedd8 substrate fluorescence; inhibition, % at 20 µM; 0.64% of 360,000 active; AID 602440; in the data active means inhibition mostly above about 40%, no sharp cut-off; inactive means mostly below about 27%
Target sequence (Q96LD8 whole entry, looked up): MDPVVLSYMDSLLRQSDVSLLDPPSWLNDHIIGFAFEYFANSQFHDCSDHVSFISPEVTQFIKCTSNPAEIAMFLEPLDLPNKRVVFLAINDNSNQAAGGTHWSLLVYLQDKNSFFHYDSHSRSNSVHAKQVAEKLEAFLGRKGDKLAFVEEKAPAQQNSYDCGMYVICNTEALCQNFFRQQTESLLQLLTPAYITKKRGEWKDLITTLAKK
MIN6 prolif – induces beta-cell replication in MIN6 cells. MIN6 cells proliferation, ATPlite luminescence, 48 h; cells starved in 0.2% serum; 100% = growth in 10% serum. proliferation, % at 10 µM. 0.29% of 330,000 active. AID 2380;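 active means compounds whose signal lies at least 3.5 SD above the mean of all wells on their plate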;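 further: 0% = DMSO-treated cells in low-serum medium and 100% = 10% serum control; some compounds called inactive have numbers as strong as hits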
SENP1 FRET inh – blocks the human SENP1 SUMO protease catalytic domain; Q9P0U3; recombinant SENP1 catalytic domain, CyPet-SUMO1-YPet FRET cleavage; inhibition, % at 10 µM; 0.21% of 360,000 active; AID 624204;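 active means inhibition at least 30% at 10 µM, raw YFP signal under a set limit, fluorescence ratio 0.5 to 1.5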;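 further: 0% = enzyme with DMSO and 100% = no enzyme wells; some results filed as inactive read as strong as hits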
Target sequence (Q9P0U3 419-644 limits assumed): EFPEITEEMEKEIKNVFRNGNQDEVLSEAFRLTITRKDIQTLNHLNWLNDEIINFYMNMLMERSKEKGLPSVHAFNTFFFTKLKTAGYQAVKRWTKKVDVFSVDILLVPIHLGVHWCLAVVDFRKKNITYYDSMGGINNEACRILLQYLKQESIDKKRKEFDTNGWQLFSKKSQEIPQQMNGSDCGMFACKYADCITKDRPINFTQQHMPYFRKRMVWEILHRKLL
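Material – human SENP1 catalytic domain · Input – SENP1 enzyme, 20 pM final · Compound dosing – single concentration of 10 µM compound, 0.5% DMSO final · Timing – enzyme reaction for 50 min at room temperature, dark · Measured by – FRET fluorescence in CFP and YFP emission channels · Control set – no-enzyme wells low, DMSO-plus-enzyme wells high control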
UBC13 inh – human UBC13 polyubiquitination inhibition. AID 485273. 0.47% of 330,000 active. P61088. inhibition, % at 20 µM. UBC13 polyubiquitin chain formation, TR-FRET; in the data active means inhibition above about 45%, passing the limit was not always enough
SENP7 block – SENP7 protease inhibition | 1.5% of 330,000 active | Q9BQF6 | recombinant SENP7, Z-RLRGG-aminoluciferin luminescence, 40 min | inhibition, % at 5 µM;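 active means inhibition above about 50% at the single test dose, limit read from the data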;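 further: plate controls were DMSO with enzyme for no effect and no enzyme buffer wells for full effect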
SENP6 inh – SENP6 protease inhibition; inhibition, % at 10 µM; Recombinant SENP6 catalytic domain, aminoluciferin luminescence; AID 2599; 1.8% of 330,000 active;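 active means inhibition above about 50% at the single tested dose, limit read from the data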;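 further: plate controls were DMSO wells with enzyme for no effect and DMSO wells lacking enzyme for full effect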
Target sequence (Q9GZR1 628-1112 limits assumed): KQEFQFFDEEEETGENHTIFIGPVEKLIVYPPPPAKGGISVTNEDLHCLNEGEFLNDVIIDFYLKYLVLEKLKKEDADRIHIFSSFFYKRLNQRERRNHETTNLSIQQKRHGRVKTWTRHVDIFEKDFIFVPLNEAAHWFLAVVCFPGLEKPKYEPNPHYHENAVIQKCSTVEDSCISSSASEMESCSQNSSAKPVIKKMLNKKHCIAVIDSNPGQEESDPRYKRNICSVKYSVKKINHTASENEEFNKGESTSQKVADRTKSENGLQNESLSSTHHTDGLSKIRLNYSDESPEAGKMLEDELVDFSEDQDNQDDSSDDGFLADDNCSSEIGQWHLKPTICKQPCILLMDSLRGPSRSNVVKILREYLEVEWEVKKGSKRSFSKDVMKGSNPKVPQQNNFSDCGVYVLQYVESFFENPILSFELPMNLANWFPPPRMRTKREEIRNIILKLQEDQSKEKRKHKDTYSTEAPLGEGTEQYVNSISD
PfGluPho inh – PfG6PD (Plasmodium falciparum) enzyme inhibition | AID 504690 | inhibition, % at 20 µM | 0.78% of 350,000 active | PfGluPho enzyme, NADPH resazurin-diaphorase fluorescence;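 active means inhibition reaching at least a set limit at 20 µM in the primary screen, cut at about 59% in these data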;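 further: 0% = DMSO wells with substrate and 100% = DMSO wells lacking glucose-6-phosphate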
HKDC1 inh – blocks human hexokinase HKDC1 activity; 0.16% of 340,000 active; AID 493160; recombinant HKDC1, G6PDH/diaphorase resazurin coupled fluorescence; inhibition, % at 20 µM;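 active means inhibition above about 35% when tested at 20 µM, limit read from the data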;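 further: plate controls were DMSO wells with enzyme for no effect and DMSO wells lacking enzyme for full effect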
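Test system: Recombinant HKDC1 (HK5) hexokinase enzyme, produced in-house | Input: HKDC1 at 5 µg/mL | Buffer or medium: Tris pH 8.0 buffer with MgCl2, Tween-20, BSA, BME | Schedule: 90 min reaction incubation at room temperature, dark | Technique: Resazurin-to-resorufin fluorescence via G6PDH and diaphorase coupling, 525/613 nm | Controls: DMSO wells with and without enzyme mix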
SENP8 block-2 – SENP8 protease inhibition; purified SENP8, Z-RLRGG-aminoluciferin cleavage, luminescence; AID 2540; inhibition, % at 10 µM; 1.2% of 330,000 active; Q96LD8; in the data active means inhibition above about 50%
Active calls of the source: *; / = not tested or not shown.

SMILES	SENP8 block-1	MIN6 prolif	SENP1 FRET inh	UBC13 inh	SENP7 block	SENP6 inh	PfGluPho inh	HKDC1 inh	SENP8 block-2
COC(=O)c1ccc(N2C(=O)c3cc(N4CCOCC4)c([N+](=O)[O-])cc3C2=O)cc1	23	0	2	-21	-3	5	4	-12	-1
C=CC[C@H](CC(=O)NCCO)C(=O)NC[C@@H](OC(=O)[C@H](CC=C)CC(=O)OC(C)(C)C)c1ccccc1	5	-1	-3	4	9	0	-19	0	1
CCn1nc(NC(=O)c2ccncc2)c2cc3ccccc3nc21	-193	2	-47	-9	-1	-29	8	3	0
COc1ccc(CCNC(=O)CCC(=O)n2ncc3ccc(Cl)cc32)cc1OC	5	-2	-1	7	-5	-4	-7	-1	5
CCOc1ccc(C(=O)Nc2cccc3ncccc23)cc1Br	-4	0	0	9	-2	5	-9	11	-5
O=C(Nc1ccc(F)cc1)C(c1ccccc1)N1CCN(CC(=O)N2CCCC2)CC1 (stereo not drawn)	-4	2	0	-2	1	-9	-1	-5	2
N#CC1=C(Nc2ccccc2Cl)SC(c2ccccc2O)NC1=O (stereo not drawn)	2	-3	-12	-8	4	9	26	16	-19
Cn1c(=O)[nH]c(=O)c2c1nc(N/N=C/C(Br)=C/c1ccccc1)n2CCO	-38	0	4	-25	-4	-18	26	0	-6
CC(C)N1CCC(N2CCN(CCCc3ccccc3)CC2CCO)CC1 (stereo not drawn)	19	-1	0	4	0	8	-9	-4	0
COC(=O)c1cc(-c2ccc(NC(C)=O)cc2)nc2ccccc12	-361	0	-20	11	-2	13	-3	-6	-3
CN(c1ccccc1C(=O)O)S(=O)(=O)c1ccc2[nH]c(=O)[nH]c2c1	17	-4	0	4	-3	-5	3	-2	-1
CC1CCN(CCOCCOc2ccccc2-c2ccccc2)CC1	12	0	2	11	-6	-11	-9	2	1
O=C(N/N=C/c1cccc(C(F)(F)F)c1)c1ccc(O)cc1	5	-3	2	-1	2	-6	9	0	2
O=C(NCC1CCCO1)C1CCN(c2ccc(S(=O)(=O)N3CCCC3)cc2)CC1 (stereo not drawn)	-10	-4	2	-6	3	-1	-9	-3	7
CCOC(=O)C1(Cc2cccc(F)c2)CCN(C(=O)c2ccoc2C)CC1	-1	-4	-5	-9	10	3	-6	-11	2
COC(=O)c1nn(-c2ccccc2)c(Sc2ccccc2)c1/C=N/O	18	0	0	-6	6	-14	3	-2	-2
Cn1c(=O)oc2cc(S(=O)(=O)N3CCc4ccccc43)ccc21	21	-1	4	6	-1	-15	3	-2	-7
COc1ccc(-c2cccc(NC(=O)c3ccc4c(c3)OCO4)c2)nn1	4	4	-1	2	-6	-6	16	7	-1
CCCN(CCC)CCCNC(=O)c1cn(C)c2ccc(S(=O)(=O)N(C)C3CCCCC3)cc2c1=O	26	-3	0	1	-5	0	2	1	2
CC1(C)CC(=O)c2c(-c3cccs3)n[nH]c2C1	-47	0	0	11	0	-25	-7	-6	-4
Cc1ccc(-c2nc3ccc(C(=O)O)cc3nc2-c2ccc(C)cc2)cc1	-264	-4	-2	19	1	-29	0	12	-5
CCOC(=O)c1cnc2c(c(C)nn2C)c1Oc1ccccc1F	2	-1	1	5	6	17	-6	-1	3
COc1cc(C2Nc3ccccc3C(=O)N2c2ccc3c(c2)OCCO3)ccc1OCC(C)C (stereo not drawn)	-326	-3	3	6	-1	-29	3	0	-6
CN(C)c1cccc(N=C2C=C(N3CCOCC3)CC(C)(C)C2)c1	20	0	-32	2	0	6	20	-3	4
COc1ccc(O)c(C(=O)c2cnn(C(=O)c3ccc(C)cc3)c2)c1	-82	0	-14	8	1	-17	1	3	1
CCN(CC)c1ccc(-c2nn3c(-c4cccnc4)nnc3s2)cc1	-281	/	-157	/	/	/	-2	2	/
COc1ccc(C2CC(=O)Oc3cc(O)ccc32)cc1 (stereo not drawn)	-1	/	-2	/	8	/	5	24	/
CN(c1ccccc1)S(=O)(=O)c1cccc(NC(=O)CN2CCc3ccccc3C2)c1	15	-4	-2	-4	1	-19	14	3	0
O=C(Cn1c(=O)cnc2ccccc21)NNC(=O)c1ccccc1Cl	6	-5	-1	0	-2	-17	7	-4	4
O=C(O)c1ccc(-c2ccc(/C=N/Nc3ccc([N+](=O)[O-])cc3)o2)cc1	-169	-2	-37	-96	-7	-10	71*	3	-4
Clc1nc2nc3n(c2nc1Cl)CCC3	-10	1	-6	-2	-6	-27	-1	-2	4
Cc1ccc2oc(=O)n(CCOc3ccccc3C)c2c1	11	0	3	4	-7	0	-7	0	1
COc1cccc(-c2ccc3ncnc(NCc4cccnc4)c3c2)c1	-465	-2	1	7	-4	4	6	-5	-4
Cc1ccc(CNC(=O)CCSCc2cccc(F)c2)cc1	14	-4	0	8	-1	4	-2	-3	-3
COC(=O)c1ccccc1N1C(=O)[C@@H]2C(c3ccc(Br)cc3)=NO[C@@H]2C1=O	12	-2	3	-2	-4	-3	-33	2	-3
CNC(=O)CCN(Cc1ccco1)S(=O)(=O)c1ccc(OC)c(OC)c1	10	-4	0	5	10	18	1	-6	5

One compound at a time (already shown):
Profile of CCOc1ccc(C(=O)Nc2cccc3ncccc23)cc1Br = SENP8 block-1: -4; MIN6 prolif: 0; SENP1 FRET inh: 0; UBC13 inh: 9; SENP7 block: -2; SENP6 inh: 5; PfGluPho inh: -9; HKDC1 inh: 11; SENP8 block-2: -5
Profile of N#CC1=C(Nc2ccccc2Cl)SC(c2ccccc2O)NC1=O (stereo not drawn) = SENP8 block-1: 2; MIN6 prolif: -3; SENP1 FRET inh: -12; UBC13 inh: -8; SENP7 block: 4; SENP6 inh: 9; PfGluPho inh: 26; HKDC1 inh: 16; SENP8 block-2: -19

New compounds follow.
SMILES	SENP8 block-1	MIN6 prolif	SENP1 FRET inh	UBC13 inh	SENP7 block	SENP6 inh	PfGluPho inh	HKDC1 inh	SENP8 block-2
N#C/C(=C/c1ccc(Br)o1)C(N)=S	/	-4	/	2	-1	-9	/	/	-3
CCSc1nnc(NC(=O)C(C)C)s1	7	0	0	-12	20	2	-4	-1	-4
O=C1NC(c2cccc([N+](=O)[O-])c2)Oc2ccccc21 (stereo not drawn)	-7	-4	1	4	-2	-14	-6	14	1
CCOC(=O)c1cc(C)[nH]c(=O)c1C#N	-334	1	-89	6	-3	7	9	-2	-5
CCOC(=O)N1CCN(C(=O)C(NC(=O)c2ccco2)C(C)C)CC1 (stereo not drawn)	15	3	1	-7	3	-13	-6	0	1
CCOc1ncccc1C(=O)OCC(=O)Nc1cc(S(=O)(=O)N(CC)CC)ccc1C	13	4	-2	7	3	13	-11	-9	0
NC(=O)c1ncn([C@@H]2O[C@H](CNS(=O)(=O)c3cc(S(=O)(=O)c4ccccc4)cs3)[C@@H](O)[C@H]2O)n1	2	/	2	/	/	/	-15	5	/
Cn1cc(SCC(=O)NCc2ccc(F)cc2)c2ccccc21	2	-3	1	6	5	-52	-2	-5	-2
CCc1ccc2nc3c(c(C(=O)O)c2c1)CCC3	13	0	1	7	-2	9	5	-4	-1
CC(=O)Cc1cc(=O)c2c(C)cc(O)c(C3OC(CO)C(O)C(O)C3O)c2o1 (stereo not drawn)	-44	1	-5	2	9	11	17	-4	-5
CCOC(=O)c1ccc(NS(=O)(=O)c2c(C)n[nH]c2C)cc1	6	5	-1	6	-1	10	-4	4	2
Cn1ncc(Cl)c1C(=O)N1CCN(S(=O)(=O)c2cccs2)CC1	7	0	2	5	4	-6	8	-5	3
C/C(=N\NC(=O)c1ccc(N2CCCC2=O)cc1)c1ccncc1	25	-4	2	11	3	-9	5	-2	5
N#C/C(=C\c1ccc([N+](=O)[O-])cc1)c1nc(C2CC2)cs1	-80	-2	5	8	1	12	10	4	-7
CCOc1ccccc1C(=O)OCC(=O)Nc1cccc(S(=O)(=O)NC2=NCCCCC2)c1	7	/	2	/	/	/	-12	0	/
CC(=O)n1c2ccccc2c2ccccc21	7	0	1	14	2	-21	16	-5	-1
CCC(C)NC(=O)CSc1nc2ccsc2c(=O)n1NC(=O)c1ccccc1 (stereo not drawn)	26	0	1	-3	2	-2	-29	7	-2
Cc1cccc(-c2cc(C(=O)N/N=C/c3cccnc3)c3ccccc3n2)c1	0	-3	3	8	-1	-11	8	1	-3
Cc1ccc(S(=O)(=O)N[C@H](C(=O)N2CCC3(O)CCCCC3C2)c2ccccc2)cc1 (stereo partly drawn)	28	-1	-6	-4	-2	-7	5	0	-11
CCSc1cc(N2CC(C)OC(C)C2)nc(-c2ccccc2Cl)n1 (stereo not drawn)	15	2	3	-3	-7	-6	9	11	-4
CCOc1ccccc1N1CCN(CC(=O)Nc2ccnn2C2CCCC2)CC1	20	-4	-1	4	14	11	6	0	1
Cc1cccc(N=[N+]([O-])c2cccc(C)n2)n1	-20	/	-6	/	40	/	5	-1	/
CN/C(=C\[N+](=O)[O-])NCCSCc1csc(CN(C)C)n1	4	-6	-1	-4	3	-8	3	-3	2
Cc1nc2ccccc2n1S(=O)(=O)c1ccc(S(=O)(=O)N2CCCCCC2)cc1	9	0	2	0	0	6	-32	-3	5
CC1(C)CC(=O)C=C(c2cccc(Br)c2)C1	9	1	11	17	2	-8	-5	-2	3
CCOC(=O)N1CCN(C(=O)Nc2ccc3nc(C)c(C)nc3c2)CC1	-495	-2	7	8	12	-1	-6	7	-5
CCCCC[n+]1ccn(-c2nc3ccccc3nc2[N-]S(=O)(=O)c2ccc(C)cc2)c1	-483	-3	-21	7	1	0	0	-1	1
COC(=O)c1ccc(CSc2ncnc3c2sc2nc(N4CCOCC4)c4c(c23)CCCC4)o1	-270	-5	-5	-5	4	11	14	3	3
CC(Oc1cccc(Cl)c1)C(=O)Nc1ccc([N+](=O)[O-])cn1 (stereo not drawn)	22	-1	3	-1	1	18	-21	-6	3
Cc1ccc(C(=O)CCC(=O)OCC(=O)N2c3ccccc3NC(=O)C2(C)C)cc1	4	2	-2	-7	2	-2	5	-5	-2
COc1ccc(C(=O)CSc2cc(C)nc3nc(C)nn23)cc1OC	10	0	2	0	-3	-5	13	-6	-3
CCC(C(=O)NC1CCCC1)N(Cc1cccs1)C(=O)Cn1nnc(-c2ccc(OC)c(OC)c2)n1 (stereo not drawn)	-2	-2	4	1	-1	3	-8	-2	6
CCC1=Nc2cc(C(=O)NCCN3CCOCC3)ccc2Sc2ccc(C)cc21	2	-1	1	-5	5	3	8	6	4
CC(C)N(C(=O)COC(=O)[C@@H]1CC(O)CN1S(=O)(=O)c1ccc(C(C)(C)C)cc1)C(C)C (stereo partly drawn)	-2	2	-1	-1	4	-11	-5	-11	-9
O=C(CSc1nc2ccccc2[nH]1)Nc1ccc2c(c1)CCC2	14	-2	1	9	1	22	8	13	-6
Cc1ccc(S(=O)(=O)/N=C(\c2ccc(F)cc2)n2c(C)nc3ccccc32)cc1	28	-1	4	-4	-2	4	-15	0	5
O=C(c1ccc([N+](=O)[O-])cc1)N1CCSC1c1ccccc1Cl (stereo not drawn)	17	2	0	-10	11	13	-2	-1	11
Cc1cccc(N2C(=O)c3ccc(C(=O)Nc4c[nH]c(=O)[nH]c4=O)cc3C2=O)c1	22	-3	-2	15	-2	-7	-4	-3	-1

High-throughput results from PubChem BioAssay.
